SRC2 inh = inhibits human steroid receptor coactivator 2; 370,000 compounds, 0.17% hits; HEK293 GAL4-SRC2 luciferase reporter, luminescence; inhibition, % at 9 µM; Q15596;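 active = inhibition above the mean inhibition of all tested compounds plus 3 SD, set per campaign, cut at about 52% in these data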;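 also: 0% = DMSO treated cells and 100% = cells given Gossypol at 36 µM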
MC4R ag barr = agonists of human melanocortin 4 receptor (MC4R) beta-arrestin | U2OS MC4R beta-arrestin complementation, luminescence; percent of melanotan II response, DMSO zero | activation, % at 8.9 µM | 360,000 compounds, 0.98% hits | AID 540308;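 active = activation above a per-plate cutoff, the mean activation of sample wells on that plate plus 3 SD, cut at about 8% in these data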
Target sequence (P32245 whole entry, looked up): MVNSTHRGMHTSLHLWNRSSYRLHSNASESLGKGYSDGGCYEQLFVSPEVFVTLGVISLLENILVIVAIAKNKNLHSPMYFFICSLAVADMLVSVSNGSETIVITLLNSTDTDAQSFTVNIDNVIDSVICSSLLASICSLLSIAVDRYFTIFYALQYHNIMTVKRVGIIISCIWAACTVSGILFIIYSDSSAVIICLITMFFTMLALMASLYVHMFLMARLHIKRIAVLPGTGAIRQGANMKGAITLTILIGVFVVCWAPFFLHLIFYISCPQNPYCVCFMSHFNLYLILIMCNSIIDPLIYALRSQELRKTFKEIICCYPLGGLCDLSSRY
HTR2A ag = activates the mouse 5-HT2A serotonin receptor | activation, % at 7.6 µM | 360,000 compounds, 0.66% hits | CHO-K1 mHTR2A beta-arrestin complementation, luminescence; percent of 30 µM serotonin response;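 active = activation above a run cutoff, the mean activation of all tested compounds plus 3 SD, cut at about 14% in these data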;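 also: 0% = plate median of compound wells and 100% = 30 µM serotonin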
NOD2 RIPK2 PPI = NOD2-RIPK2 protein interaction inhibition; O43353; CHO BLA complementation NOD2-RIPK2, CCF4 ratio; inhibition, % at 4.98 µM; 360,000 compounds, 0.38% hits; in the data active = inhibition above about 21%;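 also: 0% = vehicle only and 100% = reference blocker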
Target sequence (O43353 whole entry, looked up): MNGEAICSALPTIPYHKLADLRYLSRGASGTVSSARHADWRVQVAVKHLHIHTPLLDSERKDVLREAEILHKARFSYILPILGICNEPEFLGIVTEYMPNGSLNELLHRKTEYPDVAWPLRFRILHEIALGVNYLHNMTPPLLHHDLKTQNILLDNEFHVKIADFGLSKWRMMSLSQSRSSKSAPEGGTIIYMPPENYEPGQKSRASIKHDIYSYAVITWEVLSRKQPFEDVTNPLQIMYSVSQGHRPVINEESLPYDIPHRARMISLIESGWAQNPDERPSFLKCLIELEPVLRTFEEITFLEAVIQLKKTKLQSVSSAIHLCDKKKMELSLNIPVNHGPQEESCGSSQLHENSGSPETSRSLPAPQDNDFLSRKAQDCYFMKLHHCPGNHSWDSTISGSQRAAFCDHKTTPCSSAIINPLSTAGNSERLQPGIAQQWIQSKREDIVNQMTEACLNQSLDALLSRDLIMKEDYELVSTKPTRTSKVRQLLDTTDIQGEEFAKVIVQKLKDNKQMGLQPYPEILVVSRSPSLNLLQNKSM
N-glyco inh = N-linked glycosylation inhibition | D54 ERlucT glycosylation luciferase reporter, 24 h; percent of 100 nM tunicamycin response | reporter increase, % at 12.5 µM | 360,000 compounds, 0.23% hits | AID 588692;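 active = mean luciferase reporter signal, scaled so untreated is 0 and the glycosylation-blocking control 100, at or above a set limit in every replicate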;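 also: luciferase carries N-glycosylation sites so blocking glycosylation raises the light; 0% = median of neutral control wells and 100% = median of 100 nM tunicamycin wells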
TLR9-MyD88 inh = blocks human TLR9 binding to MyD88. AID 504734. CHO BLA complementation TLR9-MyD88, CCF4 FRET ratio. inhibition, % at 4.98 µM. 340,000 compounds, 0.21% hits. Q9NR96+Q99836;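 active = inhibition above the mean over all tested compounds plus 3 SD, cut at about 21% in these data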;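 also: 0% = DMSO only wells and 100% = clavulanate BLA inhibitor control wells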
Cardio protect = myocardial damage modulation in H9c2 cells. H9c2 cardiomyocytes, H2O2 injury protection, ATPLite, 2 h. protection from H2O2 cell death, % at 20 µM. 360,000 compounds, 0.63% hits;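 active = compounds giving at least 50% protection of heart cells from peroxide-induced death in the single-dose screen, raw or plate-pattern-corrected value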;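 also: 0% = DMSO wells with peroxide and 100% = DMSO wells without peroxide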
ABCB6 inh MLPCN = blocks the human ABCB6 transporter; fluorescence ratio to DMSO, % at 10 µM; Q9NP58; K562-ABCB6 porphyrin accumulation, flow cytometry, 1 h; active compounds read low; 360,000 compounds, 0.19% hits;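 active = fluorescence ratio to DMSO below 75%, the collection mean minus 3 SD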;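 also: signal is porphyrin accumulated inside mitochondria; 100% equals median channel fluorescence of DMSO control wells; lower ratio means ABCB6 inhibition with less porphyrin fluorescence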
MC4R antag cAMP = human MC4R antagonism in cAMP assay | P32245 | MC4R-expressing cells, MTII-stimulated cAMP, LANCE TR-FRET | inhibition, % at 6.5 µM | 360,000 compounds, 0.48% hits | AID 540295;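 active = inhibition above its plate's cutoff, the mean of tested wells on that plate plus 3 SD, cut at about 29% in these data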;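 also: 0% = Melanotan II alone and 100% = Melanotan II plus saturating MCL0020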
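Assay system: U2OS cells stably expressing human melanocortin 4 receptor (MC4R) / Dosing: 6.5 µM / Timing: compound 30 min, challenge 1 h, detection 1 h / Measured by: Eu-cAMP/anti-cAMP TR-FRET, emission 671 nm / Replicates: singlicate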
ABHD5-PLIN5 inh = blocks binding of human ABHD5 to perilipin-5. 360,000 compounds, 0.78% hits. Split G. princeps luciferase complementation, luminescence, 4 h. inhibition, % at 4 µM. AID 602281. Q00G26+Q8WTS1;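 active = inhibition above the mean inhibition across every tested compound plus 3 SD, cut at about 22% in these data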;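 also: 0% = DMSO only wells and the 100% control is not disclosed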
Numbers without * were called inactive; · = no result given. An excerpt; the hit share may differ from the screen's.

smiles,HTR2A ag,N-glyco inh,ABCB6 inh MLPCN,NOD2 RIPK2 PPI,MC4R ag barr,TLR9-MyD88 inh,MC4R antag cAMP,SRC2 inh,Cardio protect,ABHD5-PLIN5 inh
N#Cc1cccn1-c1nccc(-c2cccs2)n1,-4,2,103,-4,-1.2,6,-3,-29,0,2
O=c1c2[nH]c3ccccc3c2ncn1Cc1ccccn1,-1,1,97,7,-1.7,0,-4,3,7,-3
CC(=O)Nc1cc(-c2ccc(N3CCN(C)CC3)cc2)cn2c(-c3ccc(S(C)(=O)=O)cc3)cnc12,-2,-4,104,-1,-2.8,·,-7,-19,32,3
Cc1cc(C)cc(Nc2ccc(C(=O)O)cc2N)c1,8,1,106,10,-2.6,3,2,-33,0,-5
Cn1c(SCC(=O)N2CCN(c3ccccc3)CC2)nnc1-c1ccccc1,0,5,107,4,1.9,5,17,11,-1,2
Cc1cc(C)nc(SCCC(=O)Nc2ccccc2C)n1,-1,2,92,-3,-0.5,6,14,0,-4,3
CCCc1nnc(SCC(=O)N2C(C)CCCC2C)n1CC (configuration not stated),3,0,97,1,-2.5,7,-3,9,-10,-5
COc1ccccc1N1CCN(CC(=O)c2c(C)n(C)c3ccccc23)CC1,-6,2,91,3,2.4,12,3,-4,-1,3
CSc1cccc(-n2cc(-c3ccc4c(c3)OCO4)[nH]c2=O)c1,-3,11,105,-5,-2.8,3,-18,·,12,5
COC(=O)c1ccccc1NC(=O)C1CCCN(S(=O)(=O)c2ccccc2)C1 (configuration not stated),-1,-1,89,10,-0.3,-3,11,-9,-2,7
CCOC(=O)[C@]12CCC=C1N(Cc1ccco1)C(=O)[C@H](CC(=O)NCC1CCCCC1)C2,4,·,98,-2,·,·,·,2,·,1
O=C(Nc1ccc(N2CCOCC2)cc1N1CCOCC1)c1cccc([N+](=O)[O-])c1,1,-2,95,-3,-3.9,2,18,-10,0,-8
COCCNC(=S)N/N=C(\C)c1cccc(C(F)(F)F)c1,0,-1,94,7,-1.5,-3,10,25,1,-5
COCNc1nc(OCC#N)nc(N(C)C)n1,1,0,101,-5,1.5,2,-9,10,7,8
CCCN(Cc1cc2ccc(C)cc2[nH]c1=O)S(=O)(=O)c1ccccc1,-6,-2,98,2,-0.5,-12,-6,5,12,-6
C[C@H](CO)N1C[C@H](C)[C@H](CN(C)C(=O)OCc2ccccc2)OCc2cnnn2CCCC1=O,-1,1,101,2,-0.3,2,-3,-28,-1,-3
CCCCC(=O)NC(c1cccc([N+](=O)[O-])c1)c1c(OC(C)=O)ccc2ccccc12 (configuration not stated),8,0,114,-2,-2.9,0,9,6,-19,-5
Cc1noc(NS(=O)(=O)c2ccc(NC(=O)CS(=O)(=O)c3ccccc3)cc2)c1C,6,1,100,-5,1.1,-10,-8,24,11,-7
CSc1nncn1/N=C/c1ccc([N+](=O)[O-])cc1,-2,-1,97,-12,-0.8,-31,10,-25,0,4
Cc1ccc(OCCNC(=O)CNC(=O)c2ccc(C)cc2)cc1,-1,3,101,-5,1.8,-6,4,-4,-4,-6
COCCCNCCOc1ccccc1-c1ccccc1,1,-2,96,-1,-2.7,-6,2,6,-5,5
Cc1cccc(-c2noc(Cc3ccc(Cl)cc3)n2)c1,-2,0,95,-6,-1.9,-3,3,-3,-19,-10
C#CCNC(=O)C1=C[C@@H](c2cn(C(C)=O)c3ccccc23)C[C@@H](OCc2ccc(CO)cc2)O1,7,2,98,0,-2.5,8,12,-11,9,14
COC(=O)Cn1cc(C(=O)OC)c2ccccc21,0,4,96,-12,-0.3,7,-3,-22,-2,-4
O=C1NC(=Nc2ccccc2)SC1Cc1ccccc1 (configuration not stated),-4,-1,105,-15,-0.7,·,20,-37,0,-4
Cc1c([N+](=O)[O-])cc(C(=O)Nc2ccc(NC(=O)c3ccco3)cc2)cc1[N+](=O)[O-],6,1,98,-1,10*,-10,-1,-2,1,5
COC(=O)c1c(C)oc(C)c1S(=O)(=O)NC(c1ccccc1)c1ccccc1,1,-3,102,-3,-0.4,-12,5,-18,-6,2
CC(C)CN1C(=S)SC(C)(C)C1n1oc(=O)n(-c2ccccc2)c1=O (configuration not stated),-1,-4,97,-11,1.8,0,3,-31,-7,-11
CCOC(=O)c1cc(OC(=O)Cc2ccc(OC)c(S(=O)(=O)N3CCOCC3)c2)cc(C(=O)OCC)c1,2,0,92,-2,1.9,-15,15,0,17,4
COc1ccc(C(=O)N/C(=C\c2cc(OC)c(OC)cc2[N+](=O)[O-])C(=O)NCC(=O)O)cc1,-2,11,99,-1,-4.5,3,-9,8,0,-2
CC1CCCC(NC(=O)COC(=O)c2ccc([N+](=O)[O-])o2)C1C (configuration not stated),2,1,87,0,-2.0,-11,4,16,5,-1
Cc1ccc(OCCSc2ncccn2)c(C)c1,5,-10,102,1,1.1,4,-4,-60,-13,0
CCCCn1c(N)c(N(CC(C)C)C(=O)CN2C(=O)NC3(CCC(C(C)(C)CC)CC3)C2=O)c(=O)[nH]c1=O (configuration not stated),-4,1,108,-9,1.9,-5,15,-7,0,-12
O=C(Nc1ccccc1C(F)(F)F)C1CC(=O)N(c2ccccc2F)C1 (configuration not stated),-3,0,107,-8,2.0,-3,17,-1,-6,-23
Cc1cc(C)cc(OCC(=O)NNC(=O)c2cc3ccccc3oc2=O)c1,-2,1,96,0,3.0,5,0,-12,0,-4
COc1ccc(OCC(=O)Nc2sc3c(c2C(=O)NCC2CCCO2)CCC3)cc1 (configuration not stated),-1,-2,83,-4,0.7,9,11,6,3,-1
CCn1c(SCC(=O)Nc2cccc(C(C)=O)c2)nnc1C(C)C,-1,1,90,-1,-1.2,7,0,-7,14,-7
CCCOc1cccc(-c2nnc(NC(=O)c3ccco3)s2)c1,-5,4,98,-2,6.4,4,4,-21,-6,0
CSc1ccc(/C=C/C(=O)c2ccc(NC(=O)Cc3ccccc3)cc2)cc1,-4,9,101,-8,-0.5,13,22,-2,-8,2
CCc1ccc(C(=O)COC(=O)c2cnc(C)cn2)cc1,-5,1,100,-5,-2.0,17,5,3,1,0
CCCC(C(=O)Nc1ccc(C)c(S(=O)(=O)N2CCOCC2)c1)c1ccccc1 (configuration not stated),-4,-1,95,-12,-2.1,-5,10,-14,0,4
CN(C(=O)c1ccc(=O)n(Cc2ccc(Cl)cc2)c1)c1ccccc1,-1,-2,101,-2,-1.2,4,10,2,3,-5
CC(=O)Oc1ccccc1Cn1c(C)c(C(=O)NCc2ccccc2C(F)(F)F)sc1=O,1,-4,102,5,-0.3,·,3,-14,0,-5
CCOCCCNC(=S)NNC(=O)CCn1nc(C)c(Br)c1C,-16,0,102,3,-0.8,2,4,·,-4,0
Cc1c([N+](=O)[O-])cc(C(=O)N2CCOCC2)cc1[N+](=O)[O-],4,2,96,-1,-0.6,-12,2,1,3,6
Cc1cccc(-c2cccc3nccn23)c1,-8,-1,102,1,-0.1,·,-9,-21,6,-3
CCN(CC)CCCNC(=O)c1cn(-c2cccc(OC)c2)c(=O)c2ccccc12,3,2,98,-5,-1.0,-6,11,-4,0,0
COCCN1C(=O)/C(=C/c2ccc(OCc3ccc(C(=O)O)cc3)c(OC)c2)SC1=Nc1ccccc1,3,11,102,1,0.3,-40,18,22,9,9
O=C(CN1CCCC1)Nc1cc(C(F)(F)F)ccc1Cl,-4,2,97,-9,-1.2,3,3,-4,-5,-1
CSc1cc(C)[nH]c(=O)n1,2,1,101,-8,0.6,1,0,-21,7,1
CCC[C@@H]1Cc2ccccc2N1C(C)=O,8,1,95,4,-0.8,-6,2,-5,6,2
O=C(N1CCCC1)C12CC3CC(CC(Cl)(C3)C1)C2,8,2,102,-4,1.1,-6,-2,12,8,6
CCc1nc2nc(C)c(NS(=O)(=O)c3ccc(C)c(C)c3)c(=O)n2[nH]1,4,-1,96,-7,0.4,-4,3,-9,-2,1
COC(=O)c1ccc(NC(=S)N2CCN(Cc3ccccc3)CC2)cc1,2,0,92,-4,0.1,-5,-3,13,-6,-5
c1ccc(Cc2nnc(Sc3ccccc3)c3ccccc23)cc1,26*,36*,96,14,-0.9,9,25,15,29,9
CC1(C(=O)NCC2CC2)Cc2c(-c3ccc4c(c3)OCO4)ccnc2O1 (configuration not stated),-2,9,97,-40,0.9,·,-10,-1,6,7
COc1ccc(CNC(=O)CSc2nnc3nc(C)cc(C)n23)cc1OC,-5,2,96,-16,-2.0,8,0,4,-6,-3
O=C(CCC(=O)Nc1nnc(C2CCCCC2)s1)Nc1ccc(F)cc1,-5,6,101,-10,-1.1,7,-1,17,-4,0
CCOC(=O)c1c(-c2ccccc2)csc1/N=C/C1C(=O)CCCC1=O,-2,1,105,7,0.3,-13,15,-9,-6,-1
CC1CCN(c2ccc(NC(=S)NC(=O)c3ccc(-c4cccc([N+](=O)[O-])c4)o3)cc2)CC1,7,0,103,-3,-0.7,-2,8,-5,0,5

The list goes on.
smiles,HTR2A ag,N-glyco inh,ABCB6 inh MLPCN,NOD2 RIPK2 PPI,MC4R ag barr,TLR9-MyD88 inh,MC4R antag cAMP,SRC2 inh,Cardio protect,ABHD5-PLIN5 inh
C[n+]1ccccc1C1CCCC/C1=N\NC(N)=S (configuration not stated),3,-1,98,-11,-0.1,1,4,7,8,7
CCOC(=O)c1cc(-c2ccc(/C=N\n3cnnc3)o2)ccc1Cl,-12,1,109,-14,-0.8,-13,-5,-32,67*,2
C=CCOc1cccc(NC(=O)c2ccccc2SC)c1,-1,-2,100,-2,-2.2,7,0,29,-4,3
Cc1ccsc1C(=O)Nc1ccccc1N1CCCC1,5,1,101,-9,0.5,4,-4,-10,0,-1
Cc1cccc(NC(=O)NCc2ccc3c(c2)cc(C)n3C)c1,-1,-2,98,5,-2.4,11,15,18,-2,10
CN(CCc1cn[nH]c1)Cc1nc(Cc2ccccc2)no1,6,0,97,-9,-2.5,15,5,2,-6,4
CCCCCOc1ccc(Br)cc1CSC(=N)N,-4,7,98,10,1.9,1,-23,30,-11,4
COC(=O)c1cc(CNC(=O)CC(C)c2ccccc2)ccc1OC (configuration not stated),-6,1,97,1,0.4,-5,7,-12,10,5
COc1cc(NC(=O)Cn2nnc(-c3ccncc3)n2)cc(OC)c1,-8,1,101,1,-0.1,-9,-4,-7,-6,-11
C=CCN1C(=O)CS/C1=C(\C#N)S(=O)(=O)c1ccc(C)cc1,-4,1,119,-10,1.1,-4,-1,5,9,-8
CCOc1ccc2nc(SC3CC(=O)N(c4cccc(OC)c4)C3=O)sc2c1 (configuration not stated),4,0,103,2,0.2,6,2,-60,-21,0
